MKP-1 inh – blocks human MKP-1 phosphatase activity; inhibition, %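 (compounds tested at a single concentration somewhere between 10 and 100 µM)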; recombinant MKP-1, OMFP hydrolysis fluorescence; 65,000 tested, 0.15% active;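 active means inhibition above about 50%, limit read from the data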;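 further: 0% = DMSO max control wells and 100% = wells with enzyme stopped by NaOH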
Target sequence (P28562 whole entry, looked up): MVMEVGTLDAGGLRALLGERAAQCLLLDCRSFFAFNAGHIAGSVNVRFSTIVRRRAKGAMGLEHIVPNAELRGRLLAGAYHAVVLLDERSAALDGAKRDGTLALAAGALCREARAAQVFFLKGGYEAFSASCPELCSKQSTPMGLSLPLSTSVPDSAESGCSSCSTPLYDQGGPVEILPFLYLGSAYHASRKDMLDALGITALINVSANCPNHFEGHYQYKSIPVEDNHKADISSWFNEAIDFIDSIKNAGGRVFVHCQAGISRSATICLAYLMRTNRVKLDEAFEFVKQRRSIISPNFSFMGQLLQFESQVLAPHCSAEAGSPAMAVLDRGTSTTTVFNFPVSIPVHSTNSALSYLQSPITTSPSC
CatB mix inh – human cathepsin B inhibition by mixtures; P07858; Purified cathepsin B, AMC dipeptide fluorescence, compound mixtures; inhibition, %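 (ten-compound pools at 5 µM per compound and 50 µM total)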; 62,000 tested, 0.06% active; AID 488; in the data active means inhibition above about 22%, passing the limit was not always enough;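 further: 0% = enzyme without compound and 100% = no enzyme blank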
D1 allo mod – allosterically modulates the human D1 dopamine receptor | P21728 | HEK293 D1, CRE-luciferase, dopamine EC30 potentiation; actives deviate in either direction | B-score at 10 µM | 58,000 tested, 5.9% active;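 active means luminescence count or its row- and column-corrected plate score outside the 99.7% band of the plate's sample wells, on either side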
Target sequence (P21728 whole entry, looked up): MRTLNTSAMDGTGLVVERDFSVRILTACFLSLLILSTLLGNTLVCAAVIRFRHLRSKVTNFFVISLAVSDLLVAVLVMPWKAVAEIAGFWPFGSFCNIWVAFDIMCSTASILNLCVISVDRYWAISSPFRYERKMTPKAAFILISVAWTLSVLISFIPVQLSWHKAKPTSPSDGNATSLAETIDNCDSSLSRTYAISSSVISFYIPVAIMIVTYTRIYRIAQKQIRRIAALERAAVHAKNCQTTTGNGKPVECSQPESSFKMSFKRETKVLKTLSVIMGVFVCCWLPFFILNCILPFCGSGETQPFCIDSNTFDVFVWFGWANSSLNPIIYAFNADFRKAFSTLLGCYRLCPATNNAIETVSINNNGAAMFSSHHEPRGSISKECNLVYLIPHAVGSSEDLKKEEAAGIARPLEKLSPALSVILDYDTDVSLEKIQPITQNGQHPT
CatB inh – blocks human cathepsin B protease activity. 63,000 tested, 0.1% active. purified cathepsin B, fluorogenic substrate, fluorescence. inhibition, %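 (tested at 10 µM)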; in the data active means inhibition above about 21%;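 further: 0% = enzyme with no compound and 100% = no enzyme blank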
Cdc25B inh – human M-phase inducer phosphatase 2 inhibition. AID 368. 65,000 tested, 0.1% active. recombinant Cdc25B, OMFP fluorescence Ex485/Em525. inhibition, %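 (compounds tested at 10 µM final in the well)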. P30305; in the data active means inhibition above about 50%
E coli RNAP – Escherichia coli RNA polymerase inhibition; E. coli RNA polymerase, fluorescence transcription assay; inhibition, %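 (tested at 10 µM)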; 62,000 tested, 0.2% active; AID 559; in the data active means inhibition above about 20%;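 further: 0% = enzyme without compound and 100% = no enzyme blank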
AP ELISA ortho – orthogonal test for alternative complement pathway inhibitors; Human serum alternative complement pathway, LPS-coated ELISA, C3 deposition; tested in compound mixtures; inhibition, % at 5 µM; 62,000 tested, 0.08% active; AID 1235;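 active means inhibition above 30% in each of the two pooled mixtures holding the compound, so the lower value exceeds 30%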;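 further: 0% = serum in Mg-EGTA without compound and 100% = EDTA serum blank; some compounds past the cut are filed as inactive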
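Test system: human serum complement alternative pathway, C3 deposition onto LPS / Medium: Mg2+-EGTA GVB++ buffer containing human serum at 1:15 dilution / Probe or stimulus: Plate-bound LPS / Times: 1 h at 37 °C / Signal: ELISA with HRP anti-human C3 antibody, TMB substrate, absorbance 450 nm / Measure: percent inhibition / Repeats: two pool placements per compound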
Ecoli tolC – E. coli tolC mutant growth inhibition. E. coli BW25113 tolC mutant growth, OD615. growth inhibition, % at 10 µM (by protocol). AID 573. 65,000 tested, 2.2% active;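 active means growth inhibition at or above a cutoff equal to the mean over every tested compound plus 3 SD, cut at about 60% in these data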;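 further: growth measured after 20 h incubation at 37 °C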
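Test system: tolC-deleted E. coli BW25113 | Medium: LB with kanamycin 50 µg/mL | Compound dosing: Single concentration, 10 µM final per compound | Schedule: 37 °C, 20 h exposure | Measured by: OD at 615 nm | Evaluation: Percent growth inhibition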
Hsp90 block – displaces geldanamycin probe from tumor Hsp90; P07900; NCI-N417 lysate Hsp90, Cy3B-geldanamycin FP displacement; inhibition, % at 30 µM; 64,000 tested, 0.35% active; AID 429;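 active means inhibition above 50%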;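 further: 0% = tracer plus lysate wells and 100% = tracer alone without lysate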
* = called active by the depositor; . = no result given.

(1) C[C@@H]1C[C@H](Nc2ccccc2)c2ccccc2N1C(=O)c1cccnc1
(2) Cc1ccc2c(c1)NCCO2
(3) COc1cccc(C(=O)OCc2ccccc2C#N)c1O
(4) CCOc1ccc2nnnn2n1
(5) O=c1c2c3c(sc2ncn1/N=C/c1ccco1)CCCC3
(6) CN(C(=O)c1cccc(C#N)c1)c1nnc(-c2ccccn2)s1
(7) CCOC1(OCC)N=C(N)C2(C#N)C(c3ccc(NC(C)=O)cc3)C12C#N (stereo not drawn)
(8) N#Cc1ccc(-c2ccco2)nc1SCC(=O)c1ccc(Cl)cc1

Assay by compound | 1 | 2 | 3 | 4 | 5 | 6 | 7 | 8
MKP-1 inh | -24.2 | -20.9 | -5.5 | 5.9 | -6.4 | 6.2 | 1.0 | 7.3
CatB mix inh | 2.0 | -4.0 | -1.6 | 2.2 | -0.7 | -3.0 | 3.2 | .
D1 allo mod | . | -0.429 | 0.506 | . | 0.863 | -0.0102 | -0.282 | 0.363
CatB inh | -1.9 | 6.2 | -0.7 | 5.8 | -1.0 | -5.5 | -4.2 | 6.6
Cdc25B inh | 12.6 | -9.7 | 7.9 | 19.7 | -6.6 | -13.0 | -0.1 | 28.6
E coli RNAP | 2.9 | 6.3 | 2.9 | 11.7 | 5.4 | -1.2 | 4.8 | 21.2*
AP ELISA ortho | 16.2 | -4.9 | -8.1 | -5.0 | 6.8 | -3.8 | 12.5 | .
Ecoli tolC | 17.4 | -20.8 | -0.3 | -16.8 | 13.0 | -21.4 | -11.3 | 9.4
Hsp90 block | -1.3 | -1.2 | -2.8 | -0.6 | -2.2 | -0.9 | -8.0 | -1.6

(9) COc1ccccc1-c1nc(C#N)c(N2CCN(C(c3ccccc3)c3ccccc3)CC2)o1
(10) COc1ccc(NC(=O)CSc2nnc(-c3ccccc3C)n2N)cc1OC
(11) O=C(Nc1nnc(C23CC4CC(CC(C4)C2)C3)s1)c1ccco1
(12) O=C(CCCn1c(=O)[nH]c2ccccc2c1=O)NC1CCCCCC1
(13) O=C(NCc1cccs1)C1CCC(CNS(=O)(=O)c2cccs2)CC1 (stereo not drawn)
(14) CCCCOC(=O)C1Cc2ccccc2C(=O)O1 (stereo not drawn)
(15) COc1cccc(NC(=O)Cn2nnc(C(=O)Nc3ccccc3)c2N)c1
(16) CCN1C(=O)C2C(c3ccccc3F)NC(Cc3ccc(O)cc3)(C(=O)OC)C2C1=O (stereo not drawn)

Assay by compound | 9 | 10 | 11 | 12 | 13 | 14 | 15 | 16
MKP-1 inh | -10.8 | -0.7 | -14.6 | 13.2 | 1.3 | 3.0 | 0.1 | -1.8
CatB mix inh | 3.7 | 0.6 | . | 4.0 | -3.0 | 2.4 | -2.0 | 7.5
D1 allo mod | -1.35 | -0.433 | -1.96 | -0.533 | . | 0.0431 | -1.04 | 0.0756
CatB inh | -6.1 | -0.3 | . | 6.8 | -5.5 | -4.7 | 2.9 | -2.0
Cdc25B inh | -6.2 | 6.3 | 1.8 | -10.5 | -1.9 | -8.6 | -1.7 | -13.6
E coli RNAP | 0.1 | 4.7 | . | 8.0 | 6.2 | -0.2 | -1.2 | 12.6
AP ELISA ortho | 7.0 | 2.5 | . | 10.1 | -1.9 | 9.1 | 9.9 | 3.6
Ecoli tolC | -5.0 | 1.3 | 10.7 | -5.1 | -14.6 | 1.5 | 11.2 | -9.9
Hsp90 block | 1.6 | -2.6 | 0.9 | -1.7 | -2.2 | -18.1 | . | -0.8

(17) CCCCC(=O)Nc1ccc2c(c1)nc1n2CCSC1
(18) O=C(Cn1cnc2c(cnn2-c2ccc(F)cc2)c1=O)N1CCCc2ccccc21
(19) Cc1ccc(C(=O)NCc2cccs2)cc1S(=O)(=O)N1CCCCC1
(20) Cc1ccc(-c2csc3nnc(SCC(=O)Nc4cccc(C)n4)n23)cc1
(21) COc1ccc(-c2nn3c(-c4cccc(C)c4)nnc3s2)cc1OC
(22) COc1ccc(C(=O)CSc2nc(C)cc(=O)[nH]2)cc1
(23) COc1ccc(NC(=O)Nc2cccc(C(=O)N3CCOCC3)c2)cc1OC
(24) Cc1sc2nc(SCC(=O)NCc3ccco3)[nH]c(=O)c2c1C

Assay by compound | 17 | 18 | 19 | 20 | 21 | 22 | 23 | 24
MKP-1 inh | -22.1 | -10.1 | 31.0 | 10.6 | 21.2 | 4.2 | -17.8 | -0.7
CatB mix inh | -5.3 | 5.8 | 1.4 | -1.8 | 1.4 | 3.5 | . | 4.7
D1 allo mod | -0.444 | -1.28 | . | 0.453 | 16.7* | 0.126 | 1.37 | 0.261
CatB inh | 0.0 | -1.2 | 4.8 | 1.3 | 2.6 | 2.0 | 0.1 | 0.5
Cdc25B inh | 7.0 | 15.9 | -4.7 | -1.4 | 4.2 | -3.7 | 25.0 | 7.0
E coli RNAP | 1.1 | 6.9 | . | 12.9 | -9.8 | 5.2 | 3.4 | 8.3
AP ELISA ortho | 12.5 | -0.1 | 1.7 | -5.1 | -5.5 | 8.2 | . | 23.1
Ecoli tolC | -14.6 | 22.5 | -9.6 | 22.2 | -18.5 | 1.2 | 2.1 | 7.2
Hsp90 block | -2.1 | -3.3 | 0.5 | -8.0 | 1.9 | -1.1 | -1.6 | -2.9

Entries of single compounds, looked up by structure. Values in the order: MKP-1 inh | CatB mix inh | D1 allo mod | CatB inh | Cdc25B inh | E coli RNAP | AP ELISA ortho | Ecoli tolC | Hsp90 block
`COc1cccc(NC(=O)Cn2nnc(C(=O)Nc3ccccc3)c2N)c1` reads 0.1 | -2.0 | -1.04 | 2.9 | -1.7 | -1.2 | 9.9 | 11.2 | .
`O=C(NCc1cccs1)C1CCC(CNS(=O)(=O)c2cccs2)CC1` (stereo not drawn) reads 1.3 | -3.0 | . | -5.5 | -1.9 | 6.2 | -1.9 | -14.6 | -2.2
`N#Cc1ccc(-c2ccco2)nc1SCC(=O)c1ccc(Cl)cc1` reads 7.3 | . | 0.363 | 6.6 | 28.6 | 21.2* | . | 9.4 | -1.6
`Cc1ccc(-c2csc3nnc(SCC(=O)Nc4cccc(C)n4)n23)cc1` reads 10.6 | -1.8 | 0.453 | 1.3 | -1.4 | 12.9 | -5.1 | 22.2 | -8.0
`CCN1C(=O)C2C(c3ccccc3F)NC(Cc3ccc(O)cc3)(C(=O)OC)C2C1=O` (stereo not drawn) reads -1.8 | 7.5 | 0.0756 | -2.0 | -13.6 | 12.6 | 3.6 | -9.9 | -0.8

Next section
(25) O=C1c2cccnc2C(O)N1Cc1cccs1 (stereo not drawn)
(26) CCOC(=O)Cc1csc(NC(=O)CCN2C(=O)c3ccccc3C2=O)n1
(27) Cc1cc2c(c(C)nn2-c2ccccc2)c(=O)o1
(28) CCn1c(O)c(/C=N/n2cnnc2)sc1=S
(29) CC(NC(=O)c1ccc(S(=O)(=O)N(C)C)cc1)c1ccccc1 (stereo not drawn)
(30) CCOC(=O)c1cc2c(=O)n3cc(C)ccc3nc2n(Cc2cccnc2)c1=N
(31) Cc1ccc(NC(=O)COC(=O)C2CC2C)c(S(=O)(=O)N2CCCCC2)c1 (stereo not drawn)
(32) COc1ccc2nc(NC(=O)c3cccc(OCc4c(C)noc4C)c3)sc2c1
(33) O=C(CN1CCC(C(=O)c2ccc(F)cc2)CC1)Nc1ccccc1

Assay by compound | 25 | 26 | 27 | 28 | 29 | 30 | 31 | 32 | 33
MKP-1 inh | 32.2 | 8.7 | 1.6 | 10.6 | -2.2 | 1.8 | 7.3 | -4.3 | 6.1
CatB mix inh | 1.6 | -3.6 | . | 2.8 | -6.1 | -3.8 | 3.5 | 0.8 | 3.4
D1 allo mod | 0.0463 | -0.0584 | 1.95 | -0.248 | -0.328 | -0.0231 | -0.659 | -3.44 | -2.67
CatB inh | 1.5 | -0.7 | . | -0.6 | -2.7 | -4.3 | 2.5 | 2.1 | -0.6
Cdc25B inh | -21.6 | 5.0 | -13.2 | 11.1 | -11.4 | -3.1 | -6.5 | -0.1 | -20.6
E coli RNAP | 6.2 | -3.9 | . | 7.9 | 6.9 | 5.0 | 3.5 | 3.0 | 0.6
AP ELISA ortho | -6.0 | 6.4 | . | -4.2 | 1.5 | 10.5 | 13.2 | 2.1 | 15.2
Ecoli tolC | -6.3 | -3.9 | -2.0 | -26.9 | 0.3 | -22.4 | 5.0 | 45.2 | 10.9
Hsp90 block | -1.8 | -0.2 | -1.7 | -11.8 | -3.9 | -1.5 | -5.0 | -1.3 | -0.3

Bioassay records deposited in PubChem by several laboratories.
